Screening data as filed in PubChem.
MOR-DOR ag: agonists of OPRM1-OPRD1 heterodimerization, primary screen, cell-based, luminescence | Mu-type opioid receptor (Homo sapiens) + Delta-type opioid receptor (Homo sapiens), … | cells | activation, % at 9.3 µM | hit rate 0.3% among 340,000 | AID 504326, 2011; in the data active = activation above about 18%;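 also: 0% = vehicle-treated cells and 100% = reference agonist; values of inactives mirror those of a sister screen read the other way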
PKA-R2B act: activators of PKA-R2B holoenzyme, primary screen, biochemical, fluorescence polarization, Cy5-IP20, human | cAMP-dependent protein kinase catalytic subunit beta (Homo sapiens) + cAMP-dependent … | PKA-R2B holoenzyme dissociation; R2B truncated from residue 108, S112A mutant; 0% DMSO only, 100% 113 µM cGMP | activation, % at 11.4 µM | hit rate 0.079% among 340,000;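 active = activation above a cutoff set at the mean over all compounds plus 3 SD, cut at about 18% in these data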;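 also: higher means more holoenzyme dissociation and a rise in polarization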
Target sequence (P31323 whole entry, looked up, other chains not shown, the tested form may be a part): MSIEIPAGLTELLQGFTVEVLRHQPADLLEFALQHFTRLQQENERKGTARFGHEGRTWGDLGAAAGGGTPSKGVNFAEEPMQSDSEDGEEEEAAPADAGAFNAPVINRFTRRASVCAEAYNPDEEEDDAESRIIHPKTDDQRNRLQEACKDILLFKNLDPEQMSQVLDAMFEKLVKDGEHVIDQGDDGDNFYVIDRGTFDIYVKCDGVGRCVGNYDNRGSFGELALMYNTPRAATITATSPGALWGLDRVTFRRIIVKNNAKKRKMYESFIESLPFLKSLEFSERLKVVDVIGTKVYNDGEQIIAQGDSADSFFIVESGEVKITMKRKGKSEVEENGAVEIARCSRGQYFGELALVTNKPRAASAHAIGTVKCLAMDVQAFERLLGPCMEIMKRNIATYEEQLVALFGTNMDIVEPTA
MOR-DOR inv ag: inverse agonists of MOR-DOR heterodimerization, primary screen, cell-based, luminescence; Mu-type opioid receptor (Homo sapiens) + Delta-type opioid receptor (Homo sapiens), …; cell-based MOR-DOR heterodimer luminescence, inverse agonism; inhibition, % at 9.3 µM; hit rate 0.21% among 340,000; AID 504357, 2011; in the data active = inhibition above about 22%, passing the limit was not always enough;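 also: 0% = cells with DMSO and 100% = wells without cells with DMSO; values of inactives mirror those of a sister screen read the other way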
PfHsp90 set2: growth inhibition of PfHsp90-expressing yeast, primary screen, antimalarial PfHsp90 inhibitor project, S. cerevisiae, BacTiter-Glo luminescence, single point, set 2. BacTiter-Glo ATP, 48 h; yeast lacking PDR1 and PDR3 efflux regulators. inhibition, % at 9.4 µM. hit rate 0.32% among 310,000;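 active = every replicate shows inhibition above about 80%, whatever the replicate mean, limit read from the data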;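 also: 0% = DMSO neutral controls and 100% = 20 µM radicicol positive controls; yeast relying on Plasmodium falciparum Hsp90 in place of its own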
Mot1-301 SUMO: yeast Mot1-301 growth rescue at high temperature, primary screen, SUMOylation pathway inhibitor project, S. cerevisiae, ATP luminescence, 38.5C. S. cerevisiae Mot1-301 growth rescue; percent above DMSO median, 100 means doubled. growth rescue, % at 18.8 µM. hit rate 1% among 320,000;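 active = every valid replicate shows activation above 250% relative to neutral control wells; inactive = the rest, any valid replicate at or below 250%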;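 also: OY570 slx delta 5 strain wells were the positive control but not used for scaling; some compounds called inactive have numbers as strong as hits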
Tat transport: E. coli Tat export inhibitors, primary screen, MC4100, TorA-mCherry reporter, fluorescence, single point; inhibition, % at 10 µM; hit rate 0.036% among 340,000; AID 488895, 2010;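 active = mean replicate inhibition at least 50% and at least half of replicates individually reaching 50%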;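 also: exported cargo escapes ClpAP degradation while cytoplasmic cargo is degraded and loses fluorescence; 0% = median of neutral control wells and 100% = median of NaSCN control wells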
E coli growth: E. coli V3065 growth inhibition, primary screen, counter-screen for AddAB inhibitor project, absorbance, OD600; inhibition, % at 11.9 µM; 18 h; hit rate 0.27% among 330,000;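 active = inhibition above the campaign's mean inhibition across all tested compounds plus 3 SD, cut at about 9.9% in these data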;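 also: uninfected addAB+ strain grown without phage in ampicillin broth; 0% = DMSO wells and 100% = ciprofloxacin 0.95 µg/ml wells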
HTR5A inv ag: HTR5A inverse agonists in luminescence cell assay, primary screen, counter-screen for OPRM1-OPRD1 heterodimer inverse agonist project, full-deck HTS; 5-hydroxytryptamine receptor 5A (Homo sapiens), P47898; HTR5A cell line, inverse agonism; inhibition, % at 9.3 µM; hit rate 0.083% among 340,000; in the data active = inhibition mostly above about 23%, no sharp cut-off; inactive = mostly below about 18%;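 also: 0% = cells with DMSO and 100% = no-cell wells with DMSO; some compounds called inactive have numbers as strong as hits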
Target sequence (P47898 whole entry, looked up): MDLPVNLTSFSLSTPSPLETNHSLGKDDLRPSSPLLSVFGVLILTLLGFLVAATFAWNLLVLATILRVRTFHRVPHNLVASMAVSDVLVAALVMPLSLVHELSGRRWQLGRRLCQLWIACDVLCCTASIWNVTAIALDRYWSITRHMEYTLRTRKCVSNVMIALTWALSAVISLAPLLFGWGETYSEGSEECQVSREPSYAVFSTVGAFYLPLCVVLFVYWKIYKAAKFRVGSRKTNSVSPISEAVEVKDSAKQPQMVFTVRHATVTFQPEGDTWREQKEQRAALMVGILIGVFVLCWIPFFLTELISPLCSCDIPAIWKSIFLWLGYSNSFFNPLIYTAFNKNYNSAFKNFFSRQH
AddAB inh: growth inhibition of E. coli expressing H. pylori AddAB, primary screen, AddAB inhibitor project, absorbance. AID 435030, 2010. inhibition, % at 11.9 µM. hit rate 0.29% among 330,000; in the data active = inhibition above about 12%;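 also: 0% = vehicle wells of infected cells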
PKA-R1A act: activators of PKA-R1A holoenzyme, primary screen, biochemical, fluorescence polarization, Cy5-IP20, bovine R1A, mouse PKAc; PKA-R1A dissociation; scaled: DMSO 0%, 113 µM cGMP 100%; activation, % at 11.4 µM; hit rate 0.083% among 340,000;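 active = percent activation above the mean of all tested compounds plus 3 SD, cut at about 19% in these data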;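 also: higher means more PKAc released from R1A so a rise in polarization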
phage Ecoli inh: growth loss of phage-infected E. coli, primary screen, RecBCD inhibitor project, absorbance, with phage, HTS; inhibition, % at 11.9 µM; AID 651602, 2012; hit rate 0.26% among 360,000; in the data active = inhibition above about 11%
* marks the source's active call; other numbers are inactive results; nt = no result given.

Values in the order – MOR-DOR ag	PKA-R2B act	MOR-DOR inv ag	PfHsp90 set2	Mot1-301 SUMO	AddAB inh	Tat transport	phage Ecoli inh	E coli growth	HTR5A inv ag	PKA-R1A act
1. Cc1cccc(NN=C2c3ccccc3-c3ccccc32)c1
→ 3.5	7	-21	-20	-3	2.0	-6	2.4	-0.2	-16	2
2. Cc1c(NC(=O)Nc2ccc(F)cc2)c(=O)n(-c2ccccc2)n1C
→ -3.4	-5	16	-6	-8	-1.5	-13	-1.4	-1.7	-1	9
3. O=[N+]([O-])/C(C(Cl)=C(Cl)Cl)=C1\Nc2ccccc2O1
→ -0.4	5	2	-4	-11	0.6	5	-1.5	-0.7	-4	9
4. Cc1ccc(OCC(=O)Nn2cnnc2)c(Br)c1
→ 1.6	0	-10	25	-4	2.0	1	1.9	2.6	-8	5
5. CCOC(=O)C1CCCN(C(=O)c2sc3nc(C)nc(N4CCOCC4)c3c2C)C1 (stereo not given)
→ -0.9	7	5	-6	-6	0.4	-2	1.2	-1.4	-21	3
6. COc1ccc(OC)c(C(=O)COC(=O)CNC(=O)C2CCCCC2)c1
→ -1.6	-3	10	-16	162	-2.5	-3	-0.8	-3.3	0	0
7. CC(C)(C)S(=O)(=O)c1cnc2c(-c3ccc(F)cc3)cnn2c1N
→ -2.2	-1	11	-4	-15	1.3	-1	2.0	0.2	3	-3
8. O=C(NCc1c(O)ccc2ccccc12)c1ccccc1
→ 0.8	0	-4	-12	-4	nt	-3	-0.4	nt	16	-10
9. COc1ccc(-n2c3c(cc(C(=O)N4CCN(CCO)CC4)c2=O)C(=O)CC(C)(C)C3)cc1
→ 0.8	10	-5	nt	3	1.9	6	1.5	-0.8	17	-4
10. COc1ccc(CC(=O)OCC(=O)NC(=O)NC2CCCCC2)cc1
→ 1.9	-5	-10	2	149	2.4	5	1.6	0.3	13	-1
11. COc1ccc(C(c2c(NC(=O)c3ccco3)sc(C)c2C)N2CCOCC2)cc1OC (stereo not given)
→ -2.0	-6	8	10	nt	1.4	6	0.6	1.2	14	11
12. CC(CCC(=O)NN)C1CCC2C3CCC4CC(O)CCC4(C)C3CCC12C (stereo not given)
→ -2.2	-5	11	5	nt	nt	5	3.6	nt	2	7
13. OC(Cn1cnnc1)c1ccccc1 (stereo not given)
→ -1.8	-2	9	21	-7	-0.4	4	-3.0	0.4	-11	-9
14. O=C(NCCCn1ccnc1)c1ccc(N2CCCCCC2)c([N+](=O)[O-])c1
→ -1.6	-3	8	18	0	-3.3	-1	7.2	-3.3	9	-6
15. COc1cc(NC(=O)C(C)Oc2ccccc2)cc(OC)c1 (stereo not given)
→ -1.4	-8	8	9	3	0.4	12	3.2	0.2	-8	-1
16. O=C(NC1CCCC1)c1cc(S(=O)(=O)N2CCCC2)ccc1Cl
→ -1.8	-6	9	13	-6	4.3	-1	-2.0	1.3	-14	0
17. CN1CCN(C2=C(Cl)C(=O)C(c3cnc(N4CCCCC4)s3)=C(Cl)C2=O)CC1
→ 9.6	-5	-44	nt	-26	0.9	10	nt	-1.3	-1	-5
18. C[C@@H]1CCC2[C@](C)(CO)[C@@H](O)CC[C@]2(C)[C@@]12C[C@](CO)(CC(=O)O)CO2 (stereo not given in full)
→ -2.3	5	11	-13	-12	1.5	-5	0.9	0.5	11	5
19. O=C(CC(=O)c1ccccn1)c1ccccc1
→ -1.5	-3	7	-11	nt	nt	-1	-7.7	nt	7	1
20. CCc1cc(=O)oc2cc(C)cc(OC(C)C(=O)NCCCN3CCOCC3)c12 (stereo not given)
→ -0.9	0	5	-1	3	-3.0	9	1.2	-3.0	3	-7
21. COC(=O)c1ccn(C(=O)c2ccc(Cl)cc2)n1
→ -0.2	4	1	nt	7	0.0	-17	2.3	-0.3	-18	-1
22. Cc1ccc(C(=O)Nn2cnnc2)cc1Cl
→ -2.3	2	12	-4	-3	1.8	-11	2.1	0.3	-43	-7
23. CCc1nnc(NC(=O)CSc2ccc(-c3nc4ccccc4[nH]3)cn2)s1
→ 0.1	-12	-1	-4	-9	1.3	0	4.2	-1.1	11	-16
24. O=C(NCCCN1CCC(Cc2ccccc2)CC1)C1CCN(S(=O)(=O)N2CCC3(CC2)OCCO3)CC1
→ -2.7	0	14	-9	-3	2.1	-5	3.8	0.5	-13	-6
25. COc1ccc(CCNCc2c(OC)ccc3ccccc23)cc1OC
→ 0.1	4	0	-7	4	1.6	-11	4.1	0.2	-4	-1
26. O=C(CCCOc1ccccc1)NC(=S)Nc1ccccc1
→ 6.2	1	-31	-13	153	2.7	-11	2.5	-1.7	3	-11
27. COc1ccc(C(=O)NNC(=O)CSc2nnc(C3CC3)n2C)cc1
→ -2.6	9	17	-13	4	1.7	-6	3.8	0.8	10	-4
28. Cc1ccc2nc(SCC(=O)N(C)C3CCS(=O)(=O)C3)[nH]c2c1 (stereo not given)
→ -1.6	-1	7	-3	5	1.5	-4	0.6	2.1	-16	-14
29. CC1(C)CC2(CC(c3ccccc3)Oc3cc(O)ccc32)NC(=S)N1 (stereo not given)
→ -0.6	-15	4	10	166	-2.9	-7	4.5	-2.2	-7	4
30. CCOC(=O)C(=CNc1ccc(OC)cc1[N+](=O)[O-])C(=O)OCC
→ 1.9	1	-9	-7	131	-1.9	-2	2.5	-4.0	-2	-8
31. NS(=O)(=O)c1ccc(CCNC(=O)c2ccc(S(=O)(=O)N3CCCCC3)cc2)cc1
→ -0.3	-13	2	-35	14	3.2	-7	0.8	1.1	7	7
32. CCOC(=O)c1ccc(S(=O)(=O)Nc2cc(S(=O)(=O)Nc3ccc(OC)cc3)ccc2O)cc1
→ -1.6	-1	8	nt	1	-1.9	6	2.1	-0.6	9	-7
33. CC(C(=O)NC1CCCCCC1)N(c1ccccc1)S(C)(=O)=O (stereo not given)
→ -0.2	1	1	nt	-18	2.9	-3	0.8	-1.2	6	6
34. O=C(NCc1cn2ccccc2n1)C1CCC(=O)N(Cc2ccccc2F)C1 (stereo not given)
→ -3.3	6	18	18	-2	3.4	5	2.1	1.1	-2	-1
35. O=C1/C(=C/c2ccco2)Cc2ccccc21
→ -0.9	14	5	-7	-1	1.0	-7	0.6	0.4	17	5
36. COc1ccc(NC(=O)c2ccco2)cc1NC(=O)c1ccco1
→ -0.6	2	4	nt	60	3.6	-2	3.8	-1.2	-7	16
37. CC(C)=CCC/C(C)=C/COc1ccc2ccc(=O)oc2c1
→ 4.8	-15	-24	-9	-6	3.7	10	-0.3	-1.8	22	-17
38. CC(C)C(OC(=O)c1ccco1)C(=O)NC1CCCC1 (stereo not given)
→ -2.4	0	15	12	63	1.5	0	0.6	-1.3	-41	-1
39. Cc1ccc(NC(=O)CCC(=O)NNC(=O)CCc2ccccc2)c(C)c1
→ -1.9	-11	10	10	28	-1.2	3	1.5	0.2	-18	-6
40. O=S(=O)(Cc1ccccc1Cl)N1CCN(Cc2ccc3c(c2)OCO3)CC1
→ 1.2	-7	-7	5	277*	2.8	4	0.6	1.7	-10	-11
41. N#Cc1ccc(COC(=O)CN2C(=O)NC3(CCCC3)C2=O)cc1
→ -1.1	-6	6	4	nt	nt	-8	2.9	nt	15	-8
42. CC(C)C[C@H](NC(=O)c1[nH]cnc1C(=O)N[C@@H](Cc1ccccc1)C(=O)OC(C)(C)C)C(=O)OCc1ccccc1
→ 4.8	-12	-27	-13	-2	0.2	-2	3.5	-1.9	9	-1
43. O=C(NCc1ccccc1)C1=C[C@H](C2CCCCC2)C[C@H](OCCCCO)O1
→ -1.9	-14	11	3	-15	-1.6	6	3.5	-0.1	-31	-22
44. CN1CCN(C(=O)CCN2C(=O)/C(=C\c3ccc(F)cc3)SC2=S)CC1
→ -1.3	8	6	-20	4	-0.2	-10	2.4	-0.7	-21	-2
45. O=C(O)c1cccc(S(=O)(=O)Nc2cccc(S(=O)(=O)N3CCCCCC3)c2)c1
→ -1.0	-6	5	3	5	1.7	1	4.1	-2.2	-12	-11

3 entries out of the list above, sorted by the number in MOR-DOR inv ag, smallest number first:
| item | Structure | MOR-DOR ag | PKA-R2B act | MOR-DOR inv ag | Mot1-301 SUMO | Tat transport | phage Ecoli inh | PKA-R1A act |
| --- | --- | --- | --- | --- | --- | --- | --- | --- |
| 37 | CC(C)=CCC/C(C)=C/COc1ccc2ccc(=O)oc2c1 | 4.8 | -15 | -24 | -6 | 10 | -0.3 | -17 |
| 39 | Cc1ccc(NC(=O)CCC(=O)NNC(=O)CCc2ccccc2)c(C)c1 | -1.9 | -11 | 10 | 28 | 3 | 1.5 | -6 |
| 43 | O=C(NCc1ccccc1)C1=C[C@H](C2CCCCC2)C[C@H](OCCCCO)O1 | -1.9 | -14 | 11 | -15 | 6 | 3.5 | -22 |

Next section:
Values in the order – MOR-DOR ag	PKA-R2B act	MOR-DOR inv ag	PfHsp90 set2	Mot1-301 SUMO	AddAB inh	Tat transport	phage Ecoli inh	E coli growth	HTR5A inv ag	PKA-R1A act
46. CC(=O)Nc1ccc(-c2csc(Nc3ncccn3)n2)cc1
→ -1.0	-9	5	5	9	0.9	3	2.5	2.1	13	-4
47. COc1ccc(CCNc2ccc(C(CC(N)=O)NC(=O)Cc3ccc(Br)cc3)cc2[N+](=O)[O-])cc1 (stereo not given)
→ -2.8	-8	16	-5	8	0.9	2	2.7	-0.4	-6	-20
48. COc1ccc(NC(=O)CCC(=O)c2cccs2)cc1S(=O)(=O)Nc1ccccc1Cl
→ -1.6	-2	8	3	-2	5.3	-5	1.7	2.4	-1	-1
49. COc1ccc(N(CC(=O)NCC2CCCO2)C(=O)CCC(=O)Nc2nccs2)cc1 (stereo not given)
→ -1.2	-4	6	-72	30	-0.3	2	-1.0	-3.4	14	4
